High-throughput results from PubChem.
ADAM17 inh: ADAM17 inhibitors, primary screen, biochemical, QFRET | Disintegrin and metalloproteinase domain-containing protein 17 (Homo sapiens), P78536 | recombinant ADAM17, EDANS/DABCYL FRET peptide cleavage | inhibition, % at 6.95 µM | 370,000 compounds, 0.83% hits;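 active means inhibition above the mean of compounds lying between control limits plus 3 SD, set per campaign, cut at about 8.5% in these data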;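 further: 0% = DMSO-only wells as the low control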
UHRF1 MBD2 ctr: UHRF1 methylated DNA binding inhibitors, primary screen, counter-screen for MBD2 inhibitor project, biochemical, TR-FRET, human UHRF1, single concentration | E3 ubiquitin-protein ligase UHRF1 (Homo sapiens), Q96T88 | 370,000 compounds, 0.75% hits | UHRF1 binding to methylated oligo | inhibition, % at 4.4 µM; in the data active means inhibition above about 21%;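 further: UHRF1 SRA domain binding a hemimethylated CpG hairpin DNA probe; 0% = median of test compound wells and 100% = reference inhibitor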
PLCg1 inh: PLC-gamma1 enzyme inhibitors, primary screen, biochemical, fluorescence, purified enzyme; fluorogenic substrate; AID 720700, 2013; 370,000 compounds, 0.84% hits; 1-phosphatidylinositol 4,5-bisphosphate phosphodiesterase gamma-1 (Homo sapiens), P19174; inhibition, % at 12.2 µM; in the data active means inhibition above about 9.5%
Target sequence (P19174 whole entry, looked up): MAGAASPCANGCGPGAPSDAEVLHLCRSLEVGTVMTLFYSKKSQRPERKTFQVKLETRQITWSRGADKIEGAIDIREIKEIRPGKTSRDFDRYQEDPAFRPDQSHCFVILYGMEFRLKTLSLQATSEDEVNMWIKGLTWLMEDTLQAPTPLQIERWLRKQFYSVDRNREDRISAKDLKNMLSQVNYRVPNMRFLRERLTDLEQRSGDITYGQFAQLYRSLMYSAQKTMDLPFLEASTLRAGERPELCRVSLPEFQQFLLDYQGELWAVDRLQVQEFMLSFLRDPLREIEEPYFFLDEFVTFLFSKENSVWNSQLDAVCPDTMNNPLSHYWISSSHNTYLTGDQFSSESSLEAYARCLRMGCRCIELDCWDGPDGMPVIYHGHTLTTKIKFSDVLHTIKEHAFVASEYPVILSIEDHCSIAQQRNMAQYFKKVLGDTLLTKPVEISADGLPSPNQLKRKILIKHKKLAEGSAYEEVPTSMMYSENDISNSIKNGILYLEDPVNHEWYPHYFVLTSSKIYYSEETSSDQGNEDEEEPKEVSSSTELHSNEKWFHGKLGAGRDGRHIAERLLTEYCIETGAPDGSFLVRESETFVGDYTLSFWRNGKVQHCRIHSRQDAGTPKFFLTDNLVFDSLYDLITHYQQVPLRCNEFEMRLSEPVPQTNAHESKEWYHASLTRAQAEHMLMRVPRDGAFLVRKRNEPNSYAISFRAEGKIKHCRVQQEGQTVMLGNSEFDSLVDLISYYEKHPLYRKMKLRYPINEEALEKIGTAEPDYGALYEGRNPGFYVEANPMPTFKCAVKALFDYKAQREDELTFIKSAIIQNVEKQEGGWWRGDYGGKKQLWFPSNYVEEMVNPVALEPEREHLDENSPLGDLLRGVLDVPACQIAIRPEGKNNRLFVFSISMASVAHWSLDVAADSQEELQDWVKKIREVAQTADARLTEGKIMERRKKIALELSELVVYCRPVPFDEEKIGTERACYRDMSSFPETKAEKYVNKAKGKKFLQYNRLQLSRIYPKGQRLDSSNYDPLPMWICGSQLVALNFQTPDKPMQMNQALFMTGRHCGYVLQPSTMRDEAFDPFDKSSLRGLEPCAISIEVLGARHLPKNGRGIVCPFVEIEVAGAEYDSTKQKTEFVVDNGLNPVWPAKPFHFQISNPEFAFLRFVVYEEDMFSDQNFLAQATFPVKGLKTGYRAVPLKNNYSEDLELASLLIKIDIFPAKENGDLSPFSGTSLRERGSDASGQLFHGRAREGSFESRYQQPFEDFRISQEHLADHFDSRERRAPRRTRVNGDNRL
DDE Tn7 FP inh: inhibitors of Tn7 peptide binding to fibrin DD(E), primary screen, biochemical, fluorescence polarization, human fibrin, Tn7 probe; Fibrinogen beta chain (Homo sapiens), P02675; FP displacement of FITC-Tn7 peptide from fibrin DD(E); 0% = median of compound wells per plate; inhibition, % at 8.3 µM; 370,000 compounds, 0.13% hits;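 active means inhibition above the mean of compounds falling within the control limits plus 3 SD of them, cut at about 14% in these data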;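 further: 0% = plate median of compound wells and 100% = 10 µM Aha-Tn7 peptide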
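assay system = human clot-derived fibrin DD(E) complex | quantity = Fibrin-DD(E) at 2 µM final | timing = 10 min preincubation, 3 h with tracer, room temperature | signal = fluorescence polarization | measure = percent inhibition | benchmarks = high control wells with 10 µM unlabelled Aha-Tn7 peptide (full inhibition) | replicates = singlicate testing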
KLK7 zymogen act: proKLK7 zymogen activators, primary screen, biochemical, fluorescence intensity; Kallikrein-7 (Homo sapiens), P49862; activation, % at 7 µM; 370,000 compounds, 0.9% hits; purified proKLK7, EDANS-DABCYL substrate fluorescence; 100% is mature enzyme control, 0% vehicle;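 active means activation above the mean of all tested compounds plus 3 SD, computed per campaign excluding outliers beyond control limits, cut at about 13% in these data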
DDE Tn6 FP inh: inhibitors of Tn6 peptide binding to fibrin DD(E), primary screen, biochemical, fluorescence polarization, human fibrin, Tn6 probe; Fibrin DD(E) TRITC-Tn6 fluorescence polarization displacement; AID 720509, 2013; 370,000 compounds, 0.21% hits; Fibrinogen beta chain (Homo sapiens), P02675; inhibition, % at 8.3 µM;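 active means inhibition above a per-campaign cutoff: mean of compounds within control limits plus 3 SD, cut at about 15% in these data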;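 further: 0% = median of all compound wells on the plate and 100% = blocking peptide control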
ARFGAP1 inh: inhibitors of rat ARFGAP1 GAP activity, primary screen, biochemical, fluorescence polarization, GDP tracer; inhibition, % at 16.5 µM; Arfgap1-stimulated ARF1 GTP hydrolysis, GDP FP detection; 360,000 compounds, 0.26% hits;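 active means inhibition above a per-plate limit, mean inhibition of low control wells plus 3 SD, cut at about 25% in these data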;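 further: 0% = DMSO wells with enzyme and 100% = wells lacking Arfgap1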
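material = rat Arfgap1 catalytic domain, aa 1-136 | also added = human ARF1(Δ1-17)-GTP substrate | compound dosing = one concentration, 16.5 µM, DMSO 1.26% | times = GTP hydrolysis reaction 2 h at 25 °C | measured by = FP, GDP Alexa 633 tracer displaced from anti-GDP antibody, 620/688 nm | evaluation = percent inhibition of Arfgap1-stimulated GTP hydrolysis | replication = single well per compound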
MBD2 DNA inh: inhibitors of MBD2 binding to methylated DNA, primary screen, biochemical, TR-FRET, DNA-binding domain, human | MBD2 binding to methylated oligonucleotide | inhibition, % at 4.4 µM | 370,000 compounds, 0.31% hits; in the data active means inhibition above about 13%
ASAP1 inh: inhibitors of human ASAP1 ArfGAP activity, primary screen, biochemical, fluorescence polarization; ASAP1-stimulated ARF1 GTP hydrolysis, GDP FP detection; inhibition, % at 16.5 µM; 360,000 compounds, 0.19% hits; in the data active means inhibition above about 25%;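 further: 0% = vehicle with enzyme and substrate and 100% = no enzyme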
PLCb3 inh: human PLC-beta3 inhibitors, primary screen, biochemical, fluorescence; AID 720704, 2013; Purified PLC-beta3, fluorogenic substrate; 1-phosphatidylinositol 4,5-bisphosphate phosphodiesterase beta-3 (Homo sapiens), Q01970; 370,000 compounds, 0.18% hits; inhibition, % at 12.2 µM; in the data active means inhibition above about 11%;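 further: 0% = median of compound wells on plate and 100% = full blocker control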
* marks the source's active call; other numbers are inactive results.

1: O=C(/C=C/c1ccc([N+](=O)[O-])cc1)c1cccnc1
2: Cc1ccc(C(=O)Nn2c(O)c(C=C3N=c4ccccc4=N3)sc2=S)cc1
3: CC(Oc1ccccc1)C(=O)N1CCN=C1SCc1ccccc1 (configuration not stated)
4: O=C(NCCN1CCOCC1)c1sc2cc(Cl)ccc2c1Cl
5: CC1(C)CC2CC(C)(CN2Cc2c(O)ccc3ccccc23)C1 (configuration not stated)
6: CCOC(=O)C1=C(C)NC2=C(C(=O)CCC2)C1c1cn(Cc2ccc(Cl)cc2Cl)nc1-c1ccccc1 (configuration not stated)
7: CCN(CC(=O)Nc1ccc(OC)cc1)CC(=O)Nc1ccc(Br)cc1F
8: CCOC(=O)C(NC(=O)c1ccccc1)(Nc1cccc(C)n1)C(F)(F)F (configuration not stated)

assay / entry | 1 | 2 | 3 | 4 | 5 | 6 | 7 | 8
ADAM17 inh | -3 | -11 | -1 | -6 | -13 | -3 | 0 | 0
UHRF1 MBD2 ctr | 7 | -15 | -1 | 1 | -4 | 4 | 4 | 3
PLCg1 inh | 1 | -106 | 1 | 5 | -4 | -22 | 0 | 2
DDE Tn7 FP inh | 12 | -2 | -1 | 6 | -2 | -2 | 0 | 4
KLK7 zymogen act | 0.2 | -2.0 | 1.0 | 0.1 | -4.0 | -9.2 | 0.7 | 0.0
DDE Tn6 FP inh | -6 | -22 | 7 | 2 | 0 | -6 | 2 | 2
ARFGAP1 inh | 11 | 8 | 10 | 11 | -2 | 11 | 3 | 7
MBD2 DNA inh | 1 | -7 | 1 | -3 | 3 | -2 | 5 | 0
ASAP1 inh | -3 | 10 | 2 | -8 | -1 | 1 | 1 | 3
PLCb3 inh | 2 | -160 | -5 | -8 | -3 | -27 | -3 | 1

9: CC1CCC(NC(=O)Cn2cnc3sccc3c2=O)CC1 (configuration not stated)
10: CCOC(=O)C1CCN(C(=O)COC(=O)CSc2ccccc2C)CC1
11: CCOc1ccc(C(=O)NCC(=O)OCc2c(C)noc2C)cc1OCC
12: CCCNC(=O)N1CCN(c2ncccn2)CC1
13: O=C(/C=C/[C@H]1O[C@@H](n2ccc(=O)[nH]c2=O)[C@H](O)[C@@H]1O)N1CCN(CCc2ccccc2)CC1
14: CN1CCc2c(sc(N)c2C(N)=O)C1
15: CC(=O)Nc1nonc1C(=O)N1CCC(C)CC1
16: O=C(NC12CC3CC(CC(C3)C1)C2)OCCNC1CCCCC1

assay / entry | 9 | 10 | 11 | 12 | 13 | 14 | 15 | 16
ADAM17 inh | -3 | 5 | -1 | -1 | -8 | -50 | -3 | -5
UHRF1 MBD2 ctr | 0 | 1 | -2 | 0 | 2 | -4 | -6 | 2
PLCg1 inh | 0 | 0 | 3 | 4 | 0 | -33 | 2 | 2
DDE Tn7 FP inh | 1 | 1 | -7 | 0 | -5 | -5 | 3 | 4
KLK7 zymogen act | 0.5 | 0.5 | -0.3 | 0.6 | 0.0 | -1.9 | 0.5 | -0.2
DDE Tn6 FP inh | 2 | -13 | 3 | 1 | -4 | 0 | -2 | -1
ARFGAP1 inh | -2 | -1 | -12 | 3 | 1 | 0 | 0 | 0
MBD2 DNA inh | 1 | -4 | -3 | -3 | 2 | 0 | 1 | 3
ASAP1 inh | 7 | -8 | 1 | 1 | 7 | 5 | -7 | -10
PLCb3 inh | -4 | 3 | -4 | 2 | -1 | -53 | 2 | -8

Part of the list above, reduced to ARFGAP1 inh and PLCg1 inh:
| cpd | SMILES | ARFGAP1 inh | PLCg1 inh |
| --- | --- | --- | --- |
| 9 | CC1CCC(NC(=O)Cn2cnc3sccc3c2=O)CC1 (configuration not stated) | -2 | 0 |
| 11 | CCOc1ccc(C(=O)NCC(=O)OCc2c(C)noc2C)cc1OCC | -12 | 3 |
| 12 | CCCNC(=O)N1CCN(c2ncccn2)CC1 | 3 | 4 |

Compound profiles (already shown):
CCCNC(=O)N1CCN(c2ncccn2)CC1 reads ADAM17 inh = -1; UHRF1 MBD2 ctr = 0; PLCg1 inh = 4; DDE Tn7 FP inh = 0; KLK7 zymogen act = 0.6; DDE Tn6 FP inh = 1; ARFGAP1 inh = 3; MBD2 DNA inh = -3; ASAP1 inh = 1; PLCb3 inh = 2
CCN(CC(=O)Nc1ccc(OC)cc1)CC(=O)Nc1ccc(Br)cc1F reads ADAM17 inh = 0; UHRF1 MBD2 ctr = 4; PLCg1 inh = 0; DDE Tn7 FP inh = 0; KLK7 zymogen act = 0.7; DDE Tn6 FP inh = 2; ARFGAP1 inh = 3; MBD2 DNA inh = 5; ASAP1 inh = 1; PLCb3 inh = -3

The listing picks up, repeating the four entries before the break.
13: O=C(/C=C/[C@H]1O[C@@H](n2ccc(=O)[nH]c2=O)[C@H](O)[C@@H]1O)N1CCN(CCc2ccccc2)CC1
14: CN1CCc2c(sc(N)c2C(N)=O)C1
15: CC(=O)Nc1nonc1C(=O)N1CCC(C)CC1
16: O=C(NC12CC3CC(CC(C3)C1)C2)OCCNC1CCCCC1
17: COC[C@H](NS(=O)(=O)c1ccc(Br)cc1F)[C@@H](O)c1ccccc1
18: O=c1c2ccccc2[nH]c(=S)n1CCCn1ccnc1
19: O=C(Nc1ccc(O)cc1)c1ccccc1OCc1ccccc1
20: CN1CCN(C(=O)c2cc(-c3ccccc3)on2)CC1
21: Cc1c(C(=O)NC2=NCCS2)cccc1[N+](=O)[O-]
22: CC(C)C(=O)Nc1ccc(-c2ccc3nncn3n2)cc1
23: O=C(NC1CCOc2ccccc21)c1ccccn1 (configuration not stated)
24: COc1cc(NC(=O)c2cc(=O)[nH]c3ccc(S(=O)(=O)N4CCOCC4)cc23)cc(OC)c1

assay / entry | 13 | 14 | 15 | 16 | 17 | 18 | 19 | 20 | 21 | 22 | 23 | 24
ADAM17 inh | -8 | -50 | -3 | -5 | 9.8* | -2 | 5 | -6 | -7 | -7 | 1 | 0
UHRF1 MBD2 ctr | 2 | -4 | -6 | 2 | 3 | -3 | 1 | 4 | 1 | -1 | -1 | -3
PLCg1 inh | 0 | -33 | 2 | 2 | 2 | 7 | 2 | -1 | 0 | -88 | 1 | 0
DDE Tn7 FP inh | -5 | -5 | 3 | 4 | -9 | 5 | -4 | -2 | 10 | 7 | -6 | 5
KLK7 zymogen act | 0.0 | -1.9 | 0.5 | -0.2 | -0.3 | 0.1 | -0.5 | 0.4 | -0.1 | 0.0 | -0.3 | -0.6
DDE Tn6 FP inh | -4 | 0 | -2 | -1 | 0 | 4 | 0 | 5 | -1 | 5 | 4 | 0
ARFGAP1 inh | 1 | 0 | 0 | 0 | -7 | 4 | 1 | 13 | 1 | -7 | 9 | 5
MBD2 DNA inh | 2 | 0 | 1 | 3 | 4 | -4 | 6 | 5 | 4 | 0 | -3 | -9
ASAP1 inh | 7 | 5 | -7 | -10 | 3 | 0 | 7 | 7 | -8 | -3 | 10 | 3
PLCb3 inh | -1 | -53 | 2 | -8 | 4 | -2 | -8 | 2 | -5 | -128 | -2 | -3

25: Cc1cccc(CC(C)NC(=O)c2oc3c(F)cccc3c2C)n1 (configuration not stated)
26: O=C(O)c1cnc2ccc(Cl)cc2n1
27: CCCN1CCN(c2nc3c([nH]2)c(=N)ncn3CC(O)CO)CC1 (configuration not stated)
28: Nc1c(C(=O)Nc2nccs2)sc2nc(-c3cccs3)cc(C(F)(F)F)c12
29: O=C(COC(=O)c1ccc(F)c(S(=O)(=O)N2CCOCC2)c1)Nc1ccc2c(c1)OCO2
30: COc1ccc(OC)c(C2C(C#N)=C(N)N(N(C)C)C3=C2C(=O)CCC3)c1 (configuration not stated)
31: CCCCOc1nc2ccccc2nc1C(C#N)C(=O)NC1CCCCC1 (configuration not stated)
32: CC(=O)C1=C(C)OC(N)=C(C#N)C1c1cc([N+](=O)[O-])ccc1Cl (configuration not stated)

assay / entry | 25 | 26 | 27 | 28 | 29 | 30 | 31 | 32
ADAM17 inh | -1 | -5 | -5 | -330 | -2 | -6 | -4 | 0
UHRF1 MBD2 ctr | 4 | 1 | -1 | 1 | 0 | 1 | -2 | -2
PLCg1 inh | 1 | 4 | 2 | -308 | -6 | -3 | -7 | 0
DDE Tn7 FP inh | 0 | -6 | 2 | -3 | 3 | 4 | 1 | 0
KLK7 zymogen act | -0.3 | -0.2 | 0.1 | 4.5 | 0.7 | 1.2 | -0.3 | 0.7
DDE Tn6 FP inh | 4 | -4 | -7 | -3 | -4 | 1 | -1 | -5
ARFGAP1 inh | 6 | -3 | 6 | 9 | -3 | 4 | -2 | -2
MBD2 DNA inh | 8 | 8 | 0 | -6 | 3 | 1 | 2 | 0
ASAP1 inh | -5 | -3 | -8 | 1 | 8 | -6 | -1 | -5
PLCb3 inh | -6 | -4 | 0 | -375 | -8 | -12 | -8 | -5

33: O=C(/C=C/c1ccco1)N(Cc1cccc(Br)c1)C1CCS(=O)(=O)C1 (configuration not stated)
34: CCN(CC)C(=O)CSc1nc2c(sc(=S)n2-c2ccccc2)c(=O)[nH]1
35: N#Cc1nc(Cc2cccc3ccccc23)oc1NCCCN1CCOCC1
36: COc1cccc(OCC(O)CNC(C)c2ccccc2)c1 (configuration not stated)
37: O=C(Nc1cccc(S(=O)(=O)NC2=NCCC2)c1)c1ccc(=O)[nH]c1
38: CC1NC2(C(=O)N(Cc3ccccc3)c3ccccc32)C2C(=O)N(c3ccccc3)C(=O)C12 (configuration not stated)
39: C[C@H](CO)N1C[C@H](C)[C@H](CN(C)C(=O)Nc2ccc(F)cc2)Oc2ccc(NC(=O)NC3CCCCC3)cc2CC1=O

assay / entry | 33 | 34 | 35 | 36 | 37 | 38 | 39
ADAM17 inh | 1 | 4 | 4 | 0 | 0 | -1 | 5
UHRF1 MBD2 ctr | -2 | -1 | 4 | -1 | 9 | -1 | 3
PLCg1 inh | -1 | -1 | 4 | 0 | -3 | 1 | 0
DDE Tn7 FP inh | -7 | -1 | -4 | 1 | 6 | 2 | 6
KLK7 zymogen act | 0.0 | -0.1 | 0.4 | -0.5 | -5.3 | 0.5 | -0.1
DDE Tn6 FP inh | -7 | 0 | 0 | 1 | -2 | 0 | -3
ARFGAP1 inh | 3 | 4 | 1 | -2 | 0 | -3 | -2
MBD2 DNA inh | -5 | 1 | 0 | 1 | 4 | 3 | -8
ASAP1 inh | 0 | -8 | 3 | -10 | -8 | -4 | 6
PLCb3 inh | -14 | 2 | 7 | -5 | -4 | 2 | 2
